Bioassay records deposited in PubChem by several laboratories.
HSF1 inhib: HSF1 inhibition. activity change, negative = inhibition, % at 7.5 µM (by protocol). 300,000 tested, 0.77% active. NIH3T3-HGL HSE-luciferase, MG132-induced, luminescence 8 h; hits give low values;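 active = more than half of replicate wells show activity change below -50%, luminescence cut by over half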;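 also: luciferase reports HSF-1 transcriptional activity via heat shock element; 0% = median of DMSO wells and -100% = zero luminescence signal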
AI-2 QS modul: modulates the Vibrio harveyi AI-2 quorum sensing system. Vibrio harveyi JMH597 AI-2 luminescence/OD600 ratio, 9 h; hits give low values; strain lacks LuxN and CqsS sensors; 0 = neutral-control median. 300,000 tested, 0.4% active. AID 2094. activity change, % at 7.5 µM; in the data active = activity change below about -75%, passing the limit was not always enough;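 also: luminescence divided by OD600 gain over 9 h not by final OD600 alone; inactives centre near 13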
GSK3 alpha inh: inhibitors of human GSK-3 alpha kinase. ADP-Glo luminescence, 60 min. inhibition, % at 10 µM. 320,000 tested, 0.1% active;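 in the data active = inhibition above about 50%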;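 also: GST-tagged GSK-3 alpha with peptide substrate and 25 µM ATP; 0% = DMSO neutral wells and 100% = GW8510 positive control wells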
Target sequence (P49840 whole entry, looked up): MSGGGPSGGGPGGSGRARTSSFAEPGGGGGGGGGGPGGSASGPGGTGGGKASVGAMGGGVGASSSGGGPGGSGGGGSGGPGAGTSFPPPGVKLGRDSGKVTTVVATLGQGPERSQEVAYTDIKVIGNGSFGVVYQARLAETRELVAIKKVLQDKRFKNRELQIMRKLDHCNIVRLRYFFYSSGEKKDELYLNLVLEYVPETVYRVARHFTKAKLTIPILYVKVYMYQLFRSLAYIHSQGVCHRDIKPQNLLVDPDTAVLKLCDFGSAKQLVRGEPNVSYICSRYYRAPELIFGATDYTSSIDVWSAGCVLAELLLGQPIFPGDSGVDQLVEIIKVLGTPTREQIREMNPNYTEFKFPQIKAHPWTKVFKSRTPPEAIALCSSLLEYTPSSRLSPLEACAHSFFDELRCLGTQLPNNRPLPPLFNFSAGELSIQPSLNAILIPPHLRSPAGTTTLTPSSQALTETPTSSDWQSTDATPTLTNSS
KLF5 inhibitor: kruppel-like factor 5 inhibition; inhibition, % at 5 µM; AID 1700; 290,000 tested, 0.23% active; DLD-1 KLF5 promoter-luciferase reporter, luminescence;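 active = inhibition above a per-plate limit of that plate's mean compound inhibition plus 3 SD, cut at about 60% in these data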;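 also: 0% = DMSO wells and 100% = LY294002 at 200 µM; higher means less KLF5 promoter-driven luciferase light; inactives centre near -14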
aSyn 5UTR inh: MLPCN primary screen, SNCA 5' untranslated region; AID 1813; alpha-synuclein 5'UTR reporter, inhibitor activity; inhibition, % (tested at 7.5 µM); 300,000 tested, 0.82% active; in the data active = inhibition above about 60%;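 also: H4 neuroglioblastoma cells stably carrying SNCA 5'UTR luciferase fusion; 0% = DMSO wells and 100% = positive control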
HIF act: HIF pathway transcriptional activation; activation, % at 7.5 µM (by protocol); U2OS HRE-luciferase reporter, luminescence; normalized: DMSO 0%, desferrioxamine 100%; 300,000 tested, 0.32% active;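 active = mean activation of at least 10% of the iron chelator positive control signal, with at least half of replicates also reaching 10%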
GSK3B inh: blocks human GSK3beta kinase activity; GST-GSK3beta kinase, ADP-Glo luminescence, 60 min; hits give low values; 300,000 tested, 0.038% active; P49841; activity score (negative = inhibition), % at 10 µM; AID 2097;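 active = more than half of replicate wells score below -50%, meaning over 50% inhibition versus plate controls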;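 also: 0% = median DMSO wells and -100% = median GW8510 positive control wells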
Target sequence (P49841 whole entry, looked up): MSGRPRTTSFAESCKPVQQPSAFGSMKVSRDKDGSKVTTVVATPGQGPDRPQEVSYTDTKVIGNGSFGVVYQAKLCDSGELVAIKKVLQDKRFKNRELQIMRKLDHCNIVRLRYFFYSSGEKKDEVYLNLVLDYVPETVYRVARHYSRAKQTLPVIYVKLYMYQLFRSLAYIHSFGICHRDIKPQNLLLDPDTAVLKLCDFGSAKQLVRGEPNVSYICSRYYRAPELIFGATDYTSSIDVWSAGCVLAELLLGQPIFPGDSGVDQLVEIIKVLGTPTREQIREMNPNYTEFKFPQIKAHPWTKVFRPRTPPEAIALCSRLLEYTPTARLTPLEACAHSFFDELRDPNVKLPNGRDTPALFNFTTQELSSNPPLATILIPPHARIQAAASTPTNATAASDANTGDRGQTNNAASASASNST
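Test system: GST-tagged human GSK3beta kinase, cell-free; evaluation: activity score scaled between in-plate DMSO and GW8510 controls; measured by: ADP-Glo luminescence; incubation: 60 min reaction, RT; benchmarks: DMSO and 20 µM GW8510; reagent: peptide substrate plus 25 µM ATP (final); medium: Tris/MgCl2 kinase buffer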
HSP90 refold inh: blocks HSP90-mediated luciferase refolding in reticulocyte lysate. Rabbit reticulocyte lysate, luciferase refolding luminescence, 3 h. inhibition, % at 5.6 µM. 290,000 tested, 0.91% active. AID 1789;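 active = inhibition above the screen-wide mean plus 3 SD, computed separately per campaign, cut at about 16% in these data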;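 also: 0% = DMSO wells and 100% = 60 µM geldanamycin wells; inhibitors lower the luminescence because luciferase stays unfolded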
HSF-1 act: increases HSF-1 driven luciferase reporter signal | NIH3T3-HGL HSF-1 luciferase reporter, MG132, 8 h; 100% = twice DMSO control signal | activation, % at 9 µM | 300,000 tested, 1.7% active;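 active = mean replicate activation of at least 50% with a set share of replicates each reaching 50%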;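 also: 0% = median of the neutral control wells and 100% = twice that signal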
IEC-6 tox: IEC-6 cytotoxicity, counter-screen for KLF5 inhibitors | luminescence viability | inhibition, % at 5 µM | 290,000 tested, 0.78% active; in the data active = inhibition above about 22%;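 also: 0% = plate median of test compound wells and 100% = cytotoxic reference compound wells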
* hit, by the source's call; / = no result given.

Under each structure – HSF1 inhib	AI-2 QS modul	GSK3 alpha inh	KLF5 inhibitor	aSyn 5UTR inh	HIF act	GSK3B inh	HSP90 refold inh	HSF-1 act	IEC-6 tox
O=C(NC1CC1)C1CCN(Cc2cnn(-c3ccccc3)c2-n2cccc2)CC1
 : 2	10	-1	-34	-9	0.3	0	4	3	0
CCOC(=O)c1[nH]c2c(c1-c1ccccc1)C(=O)CC(c1ccc(Cl)cc1)C2 (stereo not drawn)
 : -2	-10	/	-8	6	0.1	1	6	-4	2
CCCCCC(=O)Nc1ccc2oc(-c3ccncc3)nc2c1
 : 2	12	-5	-25	-80	0.1	3	-4	11	-5
CC(C)CC(=O)Nc1ccc(-c2nnn(CC(=O)NCc3ccco3)n2)cc1
 : 1	16	/	-26	-102	1.0	-2	-3	20	3
CC(/C=C/c1ccc(C)o1)=C\C(=O)O
 : 10	5	-2	-8	2	-0.5	1	3	-4	-2
COc1cc(-c2nnc(SCc3cccnc3)n2C)cc(OC)c1O
 : /	20	-1	-13	14	-0.1	-4	1	/	2
COc1ccccc1-n1ccnc(SCC(=O)NC2CCCCC2)c1=O
 : 7	3	/	/	-6	0.1	-6	/	0	/
COc1ccc(N(Cc2cc3cccc(C)c3[nH]c2=O)S(=O)(=O)c2ccc(Cl)cc2)cc1
 : 8	21	-2	11	36	-0.4	0	14	16	4
Cc1ccccc1CN(C)CCc1ccccn1
 : -6	7	1	-27	-2	0.7	-3	2	8	-4
CCN(CC)S(=O)(=O)c1cccc(-c2nnc(SCC(=O)NCCC3=CCCCC3)n2N)c1
 : 9	21	-1	-40	26	-0.3	-25	-5	1	-8
CCCN(Cc1ccccc1)C(=S)Nc1ccc(OCC)cc1
 : -34	-12	-2	-46	-10	0.4	-6	12	-47	2
C/C(=N\NC(N)=S)C1(C)CC2(CC(C)(C)OC2=O)C(=O)O1 (stereo not drawn)
 : 2	0	0	-16	-10	-0.5	-2	1	-8	4
COc1ccc(S(=O)(=O)N2CCN(CC(O)COc3ccc(C#N)cc3)CC2)cc1OC (stereo not drawn)
 : -3	11	1	-10	19	0.4	0	0	12	-7
C=CCC(C(=O)OC)(C(=O)OC)c1ccc([N+](=O)[O-])cc1[N+](=O)[O-]
 : 3	/	-1	-21	-22	-0.1	/	0	-5	-1
CCOC(=O)C1=C(CSc2nc3c(cc2C#N)CN(C)CC3)OC(N)=C(C#N)C1c1ccncc1 (stereo not drawn)
 : -4	1	6	-17	-30	-0.5	-1	-1	-23	-5
Clc1ccc(C2CC(c3ccccc3)Nc3ncnn32)cc1 (stereo not drawn)
 : -12	8	-2	-7	13	-0.1	-2	-2	-4	0
O=C(COC(=O)c1sc2cc(Cl)ccc2c1Cl)Nc1ncc(Cl)cc1Cl
 : 0	6	0	-20	-34	-0.4	-2	5	-1	5
Cc1onc(-c2c(F)cccc2Cl)c1C(=O)Nc1ccc(S(=O)(=O)Nc2ncccn2)cc1
 : 3	13	/	-20	2	-0.1	2	-1	7	-3
O=C(NCC1COc2ccccc2O1)C1(c2ccccc2)CCCC1 (stereo not drawn)
 : 2	28	-1	-8	-1	-0.7	1	5	-2	7
CCc1cc(C(=O)c2ccc(OC)cc2)c(NC(=O)COCC(=O)O)s1
 : -5	8	-2	-25	2	-0.7	0	-6	-11	-6
O=C(CSc1ccc2c(c1)OCCO2)NC(=O)Cc1ccccc1
 : -2	-64	1	-7	-1	0.1	-6	-4	-3	0
CCn1cc(C(=O)NCCCN2CCC(C)CC2)c2cc(OC)c(OC)cc2c1=O
 : -1	33	-4	3	-2	-0.1	3	-2	-5	1
COc1ccc(CNc2nc(-c3cccnc3)nn2C(=O)C(C)C)cc1
 : 1	19	/	-18	0	0.3	2	0	16	5
Cc1cccnc1NC(=S)Nc1ccc(Br)cc1Cl
 : 1	4	1	-131	-174	2.9	-3	-4	19	8
CC(Oc1ccc2ccccc2c1)C(=O)NNC(=S)NC(=O)c1ccco1 (stereo not drawn)
 : -2	41	-5	-11	-1	0.2	3	5	3	2
COc1cc(C(=O)N/N=C(\C)c2ccccn2)cc(OC)c1OC
 : 1	1	-2	84*	109*	-0.1	-2	2	-4	96*
CC(C)=CC(=O)N1CCC(N2CCC(C(=O)NCC3CCCO3)CC2)CC1 (stereo not drawn)
 : 1	21	-3	-25	3	2.2	3	-3	-1	-6
Cc1ccc(-n2c(C)cc(C(=O)NS(=O)(=O)c3ccc(C)cc3)c2C)cc1
 : -3	27	/	-28	-22	0.1	5	0	2	4
CCC1=NN2C(=N)/C(=C\c3ccc(OCCOc4ccc(NC(C)=O)cc4)cc3)C(=O)N=C2S1
 : -3	5	-3	-30	-8	0.2	-1	4	-5	0
CCOC(=O)Cc1nnc(NC(=O)CSc2nncn2C)s1
 : -6	12	-8	-27	-2	0.2	3	0	-4	-2
CCOC(=O)NC1(C(F)(F)F)NC(=O)N(c2ccc(F)cc2)C1=O (stereo not drawn)
 : -9	8	-6	-20	26	0.1	-1	-3	1	-2
C=CCNC(=O)C(C)N1c2cccc3cccc(c23)S1(=O)=O (stereo not drawn)
 : 8	11	0	-21	14	-1.2	-1	2	5	-4
CCC1(COC(NC(=O)c2cccnc2)(C(F)(F)F)C(F)(F)F)COC1
 : -14	12	-2	-14	-3	-0.4	-2	-3	-27	4
Cc1cc(NC(=O)CCC(=O)N(c2ccccc2)C(C(=O)NC(C)(C)C)c2ccccc2Cl)no1 (stereo not drawn)
 : 1	-4	-2	-31	6	-0.5	1	3	19	3
COCC(=O)Nc1cc([N+](=O)[O-])ccc1OC
 : 3	6	-1	-30	-17	-0.3	2	-2	1	-6
COc1ccc(OCCC(=O)N2CCN(C)CC2)cc1
 : -6	-2	1	-28	-3	2.0	-4	3	5	4
Cc1sc2nc(-c3ccncc3)[nH]c(=O)c2c1-c1ccccc1
 : -2	2	-1	20	2	0.4	1	1	-5	1
O=C(c1cccs1)N1CCN(c2nc3ccc([N+](=O)[O-])cc3s2)CC1
 : -1	16	-1	/	1	0.0	-2	/	2	/
O=C(NCCCN1CCOCC1)c1ccc2c(=O)n(Cc3cccc(Br)c3)c(=S)[nH]c2c1
 : 12	10	0	9	-11	0.0	1	-2	-3	2
O=S(=O)(NCC(c1ccco1)N1CCOCC1)c1ccc(Cl)cc1 (stereo not drawn)
 : -2	26	-4	-15	8	-0.1	-5	-3	-4	-12

Fetched by structure from the list above, 2 records:
Under each structure – HSF1 inhib	AI-2 QS modul	GSK3 alpha inh	KLF5 inhibitor	aSyn 5UTR inh	HIF act	GSK3B inh	HSP90 refold inh	HSF-1 act	IEC-6 tox
Cc1cc(NC(=O)CCC(=O)N(c2ccccc2)C(C(=O)NC(C)(C)C)c2ccccc2Cl)no1 (stereo not drawn)
 : 1	-4	-2	-31	6	-0.5	1	3	19	3
CCOC(=O)NC1(C(F)(F)F)NC(=O)N(c2ccc(F)cc2)C1=O (stereo not drawn)
 : -9	8	-6	-20	26	0.1	-1	-3	1	-2

(more compounds)
Under each structure – HSF1 inhib	AI-2 QS modul	GSK3 alpha inh	KLF5 inhibitor	aSyn 5UTR inh	HIF act	GSK3B inh	HSP90 refold inh	HSF-1 act	IEC-6 tox
CCOC(=O)CN(C(=O)Cn1nnc(-c2ccc(C)cc2)n1)C(CC)C(=O)NC1CCCC1 (stereo not drawn)
 : 0	22	-2	-6	-6	-0.3	-3	3	-2	-1
O=C(c1cccc(F)c1)N1CCN(C(=O)c2cc3ncc(Br)cn3n2)CC1
 : -5	10	0	3	11	-0.5	4	6	4	3
COCc1nnc(NC(=O)CC(C)c2ccccc2)s1 (stereo not drawn)
 : -9	-4	1	-15	-2	0.0	-2	1	1	4
COc1ccc(C(=O)N/C(=C\c2ccco2)C(=O)NCc2ccco2)cc1
 : 0	10	0	-5	14	-1.1	0	-2	2	1
COc1ccc(-n2nc(C(=O)NCC(=O)N3CCN(c4ccccc4)CC3)c3ccccc3c2=O)cc1OC
 : 9	2	-2	-79	-49	1.0	-3	0	2	2
N#C/C(=C\c1ccc[nH]1)Sc1nc2ccccc2s1
 : 1	-39	1	-8	-8	-0.3	5	0	24	0
Cc1ccc(NC(=O)CN(C)C(=O)Cc2c(Cl)cccc2Cl)cc1
 : 5	12	-2	0	12	-0.1	0	-2	4	1
COc1ccccc1NC(=O)CSCc1cc(=O)n2ccsc2n1
 : 1	1	-2	-15	4	-0.3	2	3	9	3
CCOC(=O)C1CCN(C(=O)c2ccccc2Oc2ccccc2)CC1
 : 5	11	-1	-3	-8	-19	0	5	9	0
CN(C)S(=O)(=O)c1cccc(NC(=O)COC(=O)CCc2nc3ccccc3s2)c1
 : -5	10	-2	-6	-13	-0.4	3	1	-21	3
C/[N+]([O-])=C/c1c(OCc2ccccc2)ccc2ccccc12
 : 6	12	-1	-70	-91	5.8	2	-2	29	6
S=c1[nH]nc(CCc2ccccc2)n1Cc1ccccc1
 : 6	1	3	-14	-1	-26	2	1	25	-2
CCOc1ccc(OCC)c(NC(=O)C2CCN(c3nn4c(=O)cc(C)nc4s3)CC2)c1
 : 5	36	-1	3	34	0.1	5	2	4	4
O=C(NCc1ccco1)c1ccc(Cn2c(=O)c3ccccc3n(Cc3cccc(F)c3)c2=O)cc1
 : 3	18	-1	-21	46	-1.7	1	2	-6	-4
CCCc1cnc(NCCNCC(O)COc2ccc(Cl)c(Cl)c2)nc1 (stereo not drawn)
 : 2	3	4	-20	18	-0.4	-2	6	5	3
O=C(N/N=C/c1ccco1)c1cc(-c2cccc3ccccc23)n[nH]1
 : 8	10	/	-64	-6	2.3	4	0	14	1
O=C(O)c1ccc(CP(=O)(c2ccccc2)c2ccccc2)cc1
 : 7	40	1	-22	7	0.0	3	0	-1	-5
O=C(CNC(=O)c1ccccc1Br)N/N=C/c1cccs1
 : 8	19	-1	-20	1	0.0	6	-4	-6	-2
CCN(CC)S(=O)(=O)c1cccc(C(=O)NN2Cc3ccccc3C2=N)c1
 : -31	9	-1	-24	13	0.3	4	4	-47	2
O=C(Cn1cccc1)N1CCc2ccccc21
 : -1	17	-2	-23	-8	0.4	3	1	27	-5
CC1CCCCC1NC(=O)c1nnc(Cc2ccc(Cl)cc2)o1 (stereo not drawn)
 : 3	-5	/	18	-14	-0.1	1	-4	-6	-3
CC(=O)c1ccc(Nc2nc3ccccc3nc2NS(=O)(=O)c2cccs2)cc1
 : -11	16	-1	-5	-10	0.1	-2	-7	-25	0
Cc1ccc(NC(=O)CSCCc2ccccn2)nc1
 : 3	19	11	-28	-18	0.2	0	0	3	-12
Cc1cc(NC(=O)Cc2ccccc2)nc2c1c(=O)oc1ccccc12
 : -3	35	0	-8	5	0.0	-3	-1	2	-5
Cc1ccc(CC2C(=O)N(CC(=O)O)C(=O)C2C)cc1 (stereo not drawn)
 : -2	17	1	-11	11	0.0	-2	-1	0	-4
Cn1nnnc1SCC(=O)Nc1ccc(Br)cc1Cl
 : -3	16	-2	-17	-17	0.1	-7	2	16	0
O=S(=O)(c1cccc2nsnc12)N1CCN(c2ncccn2)CC1
 : -22	11	-2	-39	0	-0.5	2	-6	-38	-1
Cc1ccc(S(=O)(=O)N2CCC3(CC2)OCCO3)c(C)c1
 : -1	18	-3	-12	-17	-0.8	1	-4	20	4
